High-throughput results (PubChem BioAssay)
M1 antag: antagonists of human M1 muscarinic receptor; CHO-K1 hM1, Fluo-8 calcium fluorescence, ACh EC80 antagonist; P11229; 360,000 tested, 1.3% active; inhibition, % at 3 µM;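 active = percent inhibition above its own plate's cutoff, namely the mean of that plate's compound wells plus 3 SD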;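 also: peak over basal fluorescence ratio during 140 s after agonist addition; 0% = ACh EC80 plus DMSO and 100% = DMSO alone without agonist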
Target sequence (P11229 whole entry, looked up): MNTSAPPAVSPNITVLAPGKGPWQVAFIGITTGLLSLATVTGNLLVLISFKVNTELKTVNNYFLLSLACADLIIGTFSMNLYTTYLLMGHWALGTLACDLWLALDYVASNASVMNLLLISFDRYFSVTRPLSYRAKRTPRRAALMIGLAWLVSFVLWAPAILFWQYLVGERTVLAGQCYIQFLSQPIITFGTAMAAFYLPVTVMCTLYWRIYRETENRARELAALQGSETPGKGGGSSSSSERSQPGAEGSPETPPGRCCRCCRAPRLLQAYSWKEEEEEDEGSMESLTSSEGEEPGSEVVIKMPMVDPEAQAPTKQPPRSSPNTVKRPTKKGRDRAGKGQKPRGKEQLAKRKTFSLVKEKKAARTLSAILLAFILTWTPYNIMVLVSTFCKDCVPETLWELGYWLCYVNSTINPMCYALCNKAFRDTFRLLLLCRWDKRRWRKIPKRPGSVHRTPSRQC
TAAR1 antag: antagonists of human TAAR1; AID 624466; CHO RD-HGA16 TAAR1, Fluo-8 calcium fluorescence, antagonist; 360,000 tested, 1.5% active; Q96RJ0; inhibition, % at 3 µM;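 active = inhibition above a per-plate cutoff, the mean inhibition of test compounds on that plate plus 3 SD, cut at about 49% in these data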;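 also: 0% = DMSO plus EC80 beta-PEA response and 100% = DMSO alone without agonist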
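test system = CHO RD-HGA16 cells bearing hTAAR1 | replication = singlicate | controls = DMSO-only wells and EC80 β-PEA-stimulated wells | reagent = EC80 β-phenethylamine stimulus | read-out basis = percent inhibition of PEA-evoked calcium signal, max/basal emission ratio | schedule = seeding 17-24 h prior, 75-min 37 °C, 30-min RT dye loading | signal = kinetic Fluo-8 calcium fluorescence measurement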
CHO-K1 Ca antag: M1 antagonist counterscreen hit in parental CHO-K1 cells | 360,000 tested, 0.6% active | inhibition, % at 3 µM | AID 602250 | ATP-induced calcium, Fluo-8 fluorescence;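 active = inhibition above a per-plate cutoff, the plate's mean sample inhibition plus 3 SD, cut at about 24% in these data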;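 also: 0% = DMSO plus EC80 ATP and 100% = DMSO alone without ATP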
M1 PAM parental: M1 PAM counterscreen hit in parental CHO-K1 cells. 360,000 tested, 0.02% active. ATP EC20, Fluo-8 calcium fluorescence; 0% at ATP EC20, 100% at ATP max. activation, % at 3 µM;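 active = activation above the run cutoff, the mean activation of all test compounds plus 3 SD, cut at about 40% in these data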;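 also: peak over basal fluorescence ratio in a 140 s read after ATP addition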
CHRM1 agonist: agonists of human M1 muscarinic receptor; P11229; CHO-K1 hM1, Fluo-8 calcium fluorescence, agonist mode; 0% DMSO, 100% acetylcholine EC100; activation, % at 3 µM; 360,000 tested, 0.33% active;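 active = activation above the run's mean compound activation plus 3 SD, cut at about 16% in these data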;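 also: peak over basal fluorescence ratio within a 140 s kinetic read after compound addition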
M1 ag parental: M1 agonist counterscreen hit in parental CHO-K1 cells; 360,000 tested, 0.48% active; activation, % at 3 µM; Fluo-8 calcium fluorescence; scaled to maximal ATP response, vehicle zero; in the data active = activation above about 15%;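 also: untransfected CHO-K1 host cells lacking M1 receptor as counterscreen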
OXTR potentiator: human OXTR potentiation | AID 2445 | activation, % at 3 µM | CHO-OTR cells, Fluo-8 calcium fluorescence, potentiator mode; 0% = oxytocin EC15, 100% = EC100 | P30559 | 320,000 tested, 0.061% active;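 active = activation above that plate's cutoff, the mean activation of tested compounds plus 3 SD, cut at about 6.6% in these data, passing the limit was not always enough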;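 also: 100% uses oxytocin at 75 nM as the full agonist control; some results filed as inactive read as strong as hits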
Target sequence (P30559 whole entry, looked up): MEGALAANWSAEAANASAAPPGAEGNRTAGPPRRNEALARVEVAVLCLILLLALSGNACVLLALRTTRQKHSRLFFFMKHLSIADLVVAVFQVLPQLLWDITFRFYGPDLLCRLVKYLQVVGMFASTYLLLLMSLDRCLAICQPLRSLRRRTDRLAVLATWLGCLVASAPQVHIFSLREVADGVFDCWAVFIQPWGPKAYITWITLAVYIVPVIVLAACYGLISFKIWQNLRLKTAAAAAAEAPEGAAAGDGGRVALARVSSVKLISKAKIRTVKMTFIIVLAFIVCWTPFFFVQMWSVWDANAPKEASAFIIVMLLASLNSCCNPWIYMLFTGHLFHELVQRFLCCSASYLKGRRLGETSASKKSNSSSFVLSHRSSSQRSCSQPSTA
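Replication – single well per compound, singlicate · Assay system – CHO cell line stably expressing human OTR · Timing – 6 min pre-incubation, 100 s read · Measure – normalized max/min fluorescence ratio, % activation · Doses – 3.0 µM, one dose · Detection – Fluo-8 calcium dye fluorescence · Probe or stimulus – oxytocin near EC15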
TAAR1 agonist: human TAAR1 agonism; Q96RJ0; CHO RD-HGA16 TAAR1, Fluo-8 calcium fluorescence; vehicle wells 0%, saturating PEA agonist 100%; activation, % at 3 µM; 360,000 tested, 0.99% active; AID 624467;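 active = activation above the mean activation of all test compounds in the run plus 3 SD, cut at about 38% in these data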
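System: CHO-derived RD-HGA16 cells with stable Gα16 and human TAAR1. Times: 17-24 h plating, Fluo-8 75 min 37 °C, 30 min RT. Measured by: calcium-sensitive Fluo-8 signal, excitation 470-495, emission 515-575 nm. Read-out basis: % activation relative to PEA EC100 response. Control set: DMSO and PEA EC100. Repeats: no replicates (n 1).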
CHO parental Ca: counter-screen for OX1R antagonists: effect in parental CHO cells. parental CHO-K1, ATP-induced calcium, Fluo-8 fluorescence. inhibition, % at 5.6 µM. 330,000 tested, 0.63% active. AID 463079;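 active = inhibition above that plate's mean sample inhibition plus 3 SD, cut at about 26% in these data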;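 also: 0% = ATP-challenged DMSO wells and 100% = DMSO wells without ATP; some compounds past the cut are filed as inactive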
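test system = CHO parental line | reagent = ATP stimulus | measured by = intracellular calcium via Fluo-8 no-wash fluorescent dye | control set = ATP and no-ATP DMSO wells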
The depositor's hits bear a star; x = no result given.

cpd	SMILES	M1 antag	M1 PAM parental	TAAR1 agonist	TAAR1 antag	CHO-K1 Ca antag
1	OCC#CCSc1nnc(-c2ccncc2)o1	7	4	13	-9	37*
2	O=C(Nc1nnc([C@@H]2C[C@H](O)[C@@H](CO)O2)s1)c1ccc(Oc2ccccc2)cc1	-5	-5	0	7	-2
3	O=C1NC(Cc2ccccc2)c2nc3ccc(F)cc3c(=O)n2-c2ccccc21 (configuration not stated)	x	x	3	8	x
4	CCc1nc2c(OCC(=O)c3ccc(Cl)cc3Cl)cccn2c1N(C)C(=O)c1ccncc1	-14	12	-1	0	-17
5	CCOC(=O)C1(CCOC)CCN(Cc2ccncc2)CC1	-1	2	3	8	0
6	COC(=O)CCC(=O)OC1(C)C(=O)C=C2C=C(C3CC3)N(Cc3ccccc3)C=C2C1=O (configuration not stated)	-1	0	7	5	-3
7	COc1ccccc1N1C(=O)CC(N(O)c2ccccc2)C1=O (configuration not stated)	-12	17	2	-41	-14
8	COC(=O)c1c(NC(=O)COC(=O)C2CCC2)sc(C)c1C	-2	-6	15	-15	3
9	CCOc1ccc2ccccc2c1C1NC(=O)N(C)C(C)=C1C(=O)OCCOC (configuration not stated)	-17	24	1	-8	-13
10	CCOc1ccc(C(=O)N2CCN(c3ccccc3)CC2)cc1	-9	13	2	-18	-5
11	O=C(CNc1cc(S(=O)(=O)N2CCOCC2)ccc1N1CCCC1)N1CCc2ccccc21	-17	23	-2	-3	-26
12	CN(C)S(=O)(=O)c1cccc(NC(=O)COC(=O)/C=C/c2ccc([N+](=O)[O-])cc2)c1	0	3	0	-10	-3
13	CN1C[C@@H]2[C@@H]3C(=O)N(C)C(=O)[C@@H]3[C@](C)(C1=O)N2C(=O)c1ccc(C(C)(C)C)cc1	-4	11	15	2	-10
14	CN1/C(=C/c2cccc[n+]2CCO)Sc2ccccc21	-18	9	7	-30	-7
15	Oc1c(C(c2ccco2)N2CCC3(CC2)OCCO3)sc2ncnn12 (configuration not stated)	-12	19	0	-14	4

cpd	OXTR potentiator	CHRM1 agonist	M1 ag parental	CHO parental Ca
1	-3	-4	-0.9	-5
2	x	-4	0.2	x
3	-1	x	x	-10
4	x	-6	1.0	x
5	-8	-9	-0.2	-2
6	-7	-10	0.2	-3
7	-13	-6	0.8	-4
8	0	-4	6.8	-13
9	4	-3	0.6	-13
10	-6	-8	-0.1	1
11	-24	-7	0.6	-13
12	-9	-4	8.7	9
13	x	-1	1.1	x
14	-14	-8	0.8	-11
15	-3	-3	0.9	-8

The results go on.
cpd	SMILES	M1 antag	M1 PAM parental	TAAR1 agonist	TAAR1 antag	CHO-K1 Ca antag
16	CC(C)CN(CCNC(=O)CN1C(=O)COc2ccc(S(=O)(=O)N3CCC(C)CC3)cc21)CC(C)C	-2	5	0	-6	-15
17	O=C(O)c1ccc(CSCc2c(F)cccc2Cl)o1	-10	13	2	13	-6
18	CCN(CC(=O)Nc1c(F)cccc1F)C(=O)c1ccc(Sc2nncn2C)c([N+](=O)[O-])c1	9	2	0	-11	-5
19	CC(=O)c1ccc(N2CCN(c3ccccc3O)CC2)c([N+](=O)[O-])c1	37*	-7	16	51*	14
20	CC(C)CN(CC(C)C)C(=O)CC(=O)NC(=O)c1ccc(Cl)cc1	-14	-2	11	4	1
21	COc1ccc(N2CCN(Cc3cc(OC)c(O)c([N+](=O)[O-])c3)CC2)cc1	-17	21	11	-26	-12
22	C[C@@H]1CC=C[C@@H]2[C@H]1C(=O)N(Cc1ccccc1)[C@H]2c1cccc(Br)c1	-9	9	1	-22	2
23	FC(F)(F)c1ccccc1NC(=S)N1CCCC1	-3	16	0	-24	-11
24	CN(C)S(=O)(=O)c1ccc(C(=O)NCc2cccs2)cc1	3	3	1	19	-6
25	CC(NC(=O)COc1ccc(S(=O)(=O)N2CCCC2)cc1)c1ccccc1 (configuration not stated)	9	-21	0	-14	2
26	C=CCn1cc(/C=N/N2C(=O)C3C4C=CC(C4)C3C2=O)c2ccccc21 (configuration not stated)	-2	-12	-1	-10	8
27	Cc1ccc(NC(=O)COC(=O)c2ccc(-n3cnnn3)cc2)c(Br)c1	1	9	28	31	-15
28	Cc1ccc(CCCOC(=O)C[N+]2(C)CCCC2)cc1	1	9	2	6	-10
29	CCOC(=O)c1nc(S(C)(=O)=O)ncc1Cl	4	23	-1	-15	-11
30	O=C1C(=O)N(c2nccs2)C(c2ccccc2F)/C1=C(\O)c1ccc2c(c1)OCCO2 (configuration not stated)	0	8	1	-14	0

cpd	OXTR potentiator	CHRM1 agonist	M1 ag parental	CHO parental Ca
16	-4	-4	-0.3	-5
17	-2	-5	0.5	-6
18	-8	-2	1.5	-12
19	-33	0	19*	44*
20	-23	-3	0.4	-22
21	-2	-6	0.3	-3
22	x	-4	0.1	-32
23	-3	-2	1.0	-2
24	0	-3	0.6	1
25	-11	-4	0.5	-5
26	-8	-5	0.3	-4
27	-7	-4	0.1	-6
28	-7	-4	0.0	0
29	-1	-5	0.6	7
30	-7	-4	1.4	-6

(listing goes on)
cpd	SMILES	M1 antag	M1 PAM parental	TAAR1 agonist	TAAR1 antag	CHO-K1 Ca antag
31	Cc1sc2ncn(CC(=O)NCCCC(=O)N3CCCCC3)c(=O)c2c1C	-11	9	2	-5	-1
32	Cn1cc(C(=O)C(=O)NC2CCCCC2)c2ccccc21	-11	10	3	2	-16
33	C=CCc1ccccc1OCC(O)CN(C(C)C)C(C)C (configuration not stated)	3	17	2	0	-12
34	CCOc1cc(NC(=S)NCC2CCCO2)c(OCC)cc1NC(=O)c1ccccc1C (configuration not stated)	-9	10	2	6	-4
35	CC12CCC(C(=O)N3CCc4ccccc43)(CC1=O)C2(C)C (configuration not stated)	-11	13	-3	6	-10
36	c1ccc(-c2cnnc(N3CCCCC3)n2)cc1	-1	20	6	10	-7
37	Cc1ccc2c(c1)N(C(=O)CCC(=O)NCCCN1CCN(C)CC1)CC(C)O2 (configuration not stated)	1	6	1	-16	-4
38	COc1ccc(OC)c(NC(=O)N[C@@H](Cc2ccccc2)C(=O)O)c1	-14	30	8	6	-48
39	COc1ccc(Cc2c(-c3ccc(C)cc3)nc3c(C)cc(Br)cn23)c(C)c1	-20	17	-1	-23	-23
40	CCOc1ccc(NC(=S)N2CCCN(Cc3cccc(Cl)c3)C2)cc1	-5	4	2	-16	5
41	O=C(NCCC(=O)N1CCCC(C(F)(F)F)C1)c1ccc(Br)cc1 (configuration not stated)	2	-5	0	5	7
42	COc1cccc(C2C(=O)N(C3CCCCC3)CC(=O)N2Cc2ccc(F)cc2)c1 (configuration not stated)	3	18	6	9	-12
43	N#Cc1c(N)c(C(=O)c2ccc(Br)cc2)n2c1CCC2	-21	26	3	-8	-9
44	O=c1cc(CCc2ccccc2)oc2cccc(O)c12	-8	5	-2	-19	6
45	Cc1ccc(N(CCC#N)C(=O)COC(=O)c2ccccn2)cc1	-5	7	0	-12	-5

cpd	OXTR potentiator	CHRM1 agonist	M1 ag parental	CHO parental Ca
31	-6	-2	0.0	-13
32	-6	-6	-0.4	-30
33	0	-5	4.2	-21
34	-4	-5	0.8	-23
35	0	-7	-1.1	-13
36	-5	-4	0.3	-5
37	-4	-8	0.3	-12
38	-4	-2	0.9	15
39	x	-4	5.0	x
40	-5	4	0.5	-25
41	-3	-4	0.7	-13
42	-5	-3	1.3	-20
43	-9	-2	1.0	12
44	x	0	-1.1	x
45	-9	0	0.2	6

9 successive entries from above:
cpd	SMILES	M1 antag	M1 PAM parental	TAAR1 agonist	TAAR1 antag	CHO-K1 Ca antag
35	CC12CCC(C(=O)N3CCc4ccccc43)(CC1=O)C2(C)C (configuration not stated)	-11	13	-3	6	-10
36	c1ccc(-c2cnnc(N3CCCCC3)n2)cc1	-1	20	6	10	-7
37	Cc1ccc2c(c1)N(C(=O)CCC(=O)NCCCN1CCN(C)CC1)CC(C)O2 (configuration not stated)	1	6	1	-16	-4
38	COc1ccc(OC)c(NC(=O)N[C@@H](Cc2ccccc2)C(=O)O)c1	-14	30	8	6	-48
39	COc1ccc(Cc2c(-c3ccc(C)cc3)nc3c(C)cc(Br)cn23)c(C)c1	-20	17	-1	-23	-23
40	CCOc1ccc(NC(=S)N2CCCN(Cc3cccc(Cl)c3)C2)cc1	-5	4	2	-16	5
41	O=C(NCCC(=O)N1CCCC(C(F)(F)F)C1)c1ccc(Br)cc1 (configuration not stated)	2	-5	0	5	7
42	COc1cccc(C2C(=O)N(C3CCCCC3)CC(=O)N2Cc2ccc(F)cc2)c1 (configuration not stated)	3	18	6	9	-12
43	N#Cc1c(N)c(C(=O)c2ccc(Br)cc2)n2c1CCC2	-21	26	3	-8	-9

cpd	OXTR potentiator	CHRM1 agonist	M1 ag parental	CHO parental Ca
35	0	-7	-1.1	-13
36	-5	-4	0.3	-5
37	-4	-8	0.3	-12
38	-4	-2	0.9	15
39	x	-4	5.0	x
40	-5	4	0.5	-25
41	-3	-4	0.7	-13
42	-5	-3	1.3	-20
43	-9	-2	1.0	12

Next part.
cpd	SMILES	M1 antag	M1 PAM parental	TAAR1 agonist	TAAR1 antag	CHO-K1 Ca antag
46	CC(C)[C@H](NC(=O)c1ccccc1)C(=O)OCC(=O)NCc1ccc2c(c1)OCO2	-14	5	1	-26	-8
47	COCc1cc(=O)[nH]c2cc(NC(=O)c3cccc(OC)c3)c(C)cc12	-4	7	0	1	-4
48	Cc1cc(/C=C2\SC(=S)NC2=O)c(C)[nH]1	-4	-9	6	21	9
49	COc1ccc2c(c1)C(O)C(CO)C(C(=O)O)C2 (configuration not stated)	0	-13	9	-10	5
50	COc1cccc(N=CC2=C(O)CC(C)(C)CC2=O)c1	2	2	3	5	0
51	COc1ccccc1CC(Cc1nc2ccccc2[nH]1)c1nc2ccccc2[nH]1 (configuration not stated)	8	-15	3	-6	22
52	CC1CCCCN1C(=O)CSc1nc(N)nc(N)n1 (configuration not stated)	-3	-23	1	-11	3
53	CCCCN(C)S(=O)(=O)c1cc(Br)cc2c1N(C(=O)C1CC1)CC2	7	0	x	x	-18

cpd	OXTR potentiator	CHRM1 agonist	M1 ag parental	CHO parental Ca
46	-5	-1	0.0	-14
47	-11	-1	3.3	-14
48	-5	-4	1.9	-14
49	x	-3	0.1	x
50	1	-6	0.4	-9
51	-6	-14	0.9	-27
52	4	-1	-0.2	-1
53	-26	-3	0.3	9
